High-throughput results: PubChem, several laboratories
MCL1 BIM primary: inhibitors of human MCL1 binding to BIM-BH3 peptide; GST-MCL1 / FITC-Bim-BH3 fluorescence polarization; 0.68% of 320,000 active; Q07820; inhibition, % at 10.9 µM;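 active = inhibition above the mean inhibition of all tested compounds plus 3 SD, set per campaign, cut at about 40% in these data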;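 note: 0% = DMSO wells and 100% = unlabeled Bim-BH3 peptide control; higher means more loss of mP so more displacement of Bim peptide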
Bcl-xL primary: blocks human Bcl-xL binding to Bim BH3 peptide; Q07817; GST-Bcl-xL / FITC-Bim BH3 peptide fluorescence polarization; inhibition, % at 10.9 µM; 0.7% of 320,000 active;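 active = inhibition above the mean of all tested compounds plus 3 SD, cutoff set per campaign, cut at about 30% in these data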;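 note: 0% = DMSO wells and 100% = unlabeled Bim-BH3 peptide competitor; inhibitors lower millipolarization by displacing the labeled peptide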
PME-1 primary: blocks human protein phosphatase methylesterase 1. inhibition, % at 5.9 µM. 0.53% of 320,000 active. Q9Y570. recombinant PME-1, FP-Rh probe fluorescence polarization;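 active = inhibition above the campaign mean of all compounds plus 3 SD, cut at about 26% in these data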;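 note: competitive labeling of PME-1 active site by serine hydrolase directed probe; 0% = PME-1 with DMSO and 100% = wells lacking PME-1 enzyme; inhibitors block probe labeling so polarization falls and inhibition rises; many of its hits are not listed in these tables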
MEX-5 binding: C. elegans MEX-5 TCR-2 RNA binding activity | Q9XUB2 | MEX-5/FITC-TCR2 RNA binding, fluorescence polarization; active compounds read low | activity score (negative = inhibition of binding), % at 10 µM | 0.38% of 300,000 active | AID 1832;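 active = inhibition past about -25% in most replicates, and total fluorescence under double the plate's negative control median, limit read from the data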;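 note: 0% = DMSO and -100% = 5 µM competing unlabeled TCR2 RNA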
AHR activator: activates the human aryl hydrocarbon receptor; activation, % at 5 µM; P35869; AHR-responsive luciferase reporter cells, luminescence; 2.5% of 320,000 active; in the data active = activation above about 47%;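 note: 0% = vehicle wells and 100% = reference agonist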
pPAFAH FP inh: pPAFAH (human) enzyme inhibition; AID 463082; recombinant pPAFAH, FP-rhodamine probe fluorescence polarization; 1.5% of 330,000 active; inhibition, % at 3.39 µM; Q13093;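 active = inhibition above the mean inhibition across the screen plus 3 SD, cut at about 25% in these data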;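 note: inhibitors block binding of the rhodamine activity-based probe so polarization drops; 0% = enzyme with DMSO and 100% = wells lacking pPAFAH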
GLD-1 RNA inh: GLD-1-TGE RNA interaction inhibition (C. elegans) | Q17339 | purified GLD-1 + fluorescein TGE RNA, fluorescence polarization | inhibition, % at 5.96 µM | 0.44% of 320,000 active | AID 2280;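 active = percent inhibition above a per-plate cutoff, the plate mean of test compounds plus 3 SD, cut at about 30% in these data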;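 note: 0% = DMSO wells with GLD-1 and probe and 100% = wells lacking GLD-1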
Fam108B counter: counter-screen for RBBP9 inhibitors: inhibitors of mouse Fam108B; recombinant Fam108B, FP-Rh probe fluorescence polarization; inhibition, % at 9.51 µM; 0.33% of 300,000 active;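 active = inhibition above the screen mean inhibition plus 3 SD, computed separately per campaign, cut at about 18% in these data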;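 note: inhibitors lower polarization as less probe binds the enzyme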
PAFAH1B2 FP inh: PAFAH1B2 (human) inhibition; 1.2% of 340,000 active; inhibition, % at 3.39 µM; AID 492953; recombinant PAFAH1B2, FP-rhodamine activity probe, fluorescence polarization;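 active = inhibition above the mean of all tested compounds plus 3 SD, cut at about 24% in these data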;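 note: 0% = enzyme with DMSO and 100% = wells lacking PAFAH1B2; many of its hits are not listed in these tables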
An asterisk follows results filed as active; . = no result given. These rows are one share of the data; rates above refer to the full screens.

SMILES	MCL1 BIM primary	Bcl-xL primary	PME-1 primary	MEX-5 binding	AHR activator	pPAFAH FP inh	GLD-1 RNA inh	Fam108B counter	PAFAH1B2 FP inh
COc1ccc(NC(=O)[C@@H]2CC=C[C@@H]3CCN(Cc4ccc(Cl)c(Cl)c4)C(=O)[C@@H]32)cc1	-1	3	-4	-1.6	2	11	3	3	-1
Cc1ccc(C(C)C)c(OCC(=O)NN=C2CCCCCCC2)c1	4	-1	5	1.7	3	4	5	5	1
COC(=O)C1=C(C)NC2=C(C(=O)c3ccccc32)C1c1cccc(OC)c1 (stereo not given)	8	-2	2	-6.9	6	5	2	4	3
Cc1ccc2nc(C)c(C(=O)N/N=C/c3ccco3)cc2c1	11	6	-2	-0.5	4	4	1	1	-1
CC(=O)Nc1c(F)c(F)c(F)c(F)c1F	3	2	-3	0.2	-1	5	6	2	0
CC(=O)NC12CC3CC(C1)CC(C(=O)OCC(=O)Nc1c(F)cccc1F)(C3)C2	-26	-9	-1	.	0	0	-1	.	3
COc1ccc(NC(C)=O)cc1NC(=O)C1CCN(C(=O)Nc2ccccc2)CC1	-6	2	-5	0.8	3	7	4	1	-3
O=C(NCc1ccccn1)c1c(Cl)cccc1Cl	4	1	-11	1.3	-7	4	5	-6	-3
CCOc1ncnc2c1oc1nc(CC(C)C)c3c(c12)CC(C)(C)OC3	4	2	3	0.5	1	-5	-1	-2	4
COc1ccc(NC2CCCN(C(=O)CCc3ccccc3F)C2)cc1 (stereo not given)	7	6	-1	-1.8	1	5	11	-1	0
O=C(O)CCNS(=O)(=O)c1cccc(Br)c1	9	6	-1	0.7	1	3	5	2	5
Nc1nonc1-n1nnc(C(=O)N/N=C/c2ccc(Cl)cc2Cl)c1CN1CCOCC1	8	2	-4	2.7	2	-4	7	-2	3
O=C(Nc1c2c(nn1-c1ccccc1)CS(=O)(=O)C2)C1CCCC1	-3	-6	-1	-1.0	1	1	-3	-8	6
O=C1c2ccccc2-c2cccc(C(=O)N3CCCCCC3)c21	6	0	4	1.1	9	0	2	5	0
CSc1ccc(CN2CCCC(CO)(Cc3ccccc3)C2)cc1 (stereo not given)	12	3	-2	-2.9	2	-5	-18	2	0
Cc1ccc(F)cc1NS(=O)(=O)c1ccc(Cl)s1	4	4	2	.	0	10	2	.	2
CC1(NC(=O)CC[N+](C)(C)CCO)CS(=O)(=O)CC1S(=O)(=O)[O-] (stereo not given)	14	1	-3	-3.6	-2	-3	6	1	.
COc1ccc(OC(=O)C(C)N2C(=O)c3ccccc3C2=O)cc1 (stereo not given)	7	-3	-1	-2.5	0	-1	7	-2	6
C=CCNC(=O)C1CCN(c2c([N+](=O)[O-])cc(C(F)(F)F)cc2[N+](=O)[O-])CC1	5	6	5	-1.4	-1	6	6	-4	-2
CC1CCCC(NC(=O)NC(=O)COC(=O)C2=NN(c3ccccc3)C(=O)CC2)C1C (stereo not given)	2	3	3	.	2	0	0	.	5

Overlap with the part before: two entries, followed by the next part.
SMILES	MCL1 BIM primary	Bcl-xL primary	PME-1 primary	MEX-5 binding	AHR activator	pPAFAH FP inh	GLD-1 RNA inh	Fam108B counter	PAFAH1B2 FP inh
C=CCNC(=O)C1CCN(c2c([N+](=O)[O-])cc(C(F)(F)F)cc2[N+](=O)[O-])CC1	5	6	5	-1.4	-1	6	6	-4	-2
CC1CCCC(NC(=O)NC(=O)COC(=O)C2=NN(c3ccccc3)C(=O)CC2)C1C (stereo not given)	2	3	3	.	2	0	0	.	5
COc1cc(C2N(c3ccccc3)CCN2c2ccccc2)cc(OC)c1OC	11	5	-8	-4.0	-5	3	3	-1	5
CCC1SC(CC)C(=O)N(CC(=O)NCCc2ccccc2)C1=O (stereo not given)	2	7	6	.	-1	5	8	2	3
CCn1cc(CNC(=O)CCSc2nc(-c3ccco3)cc(C(F)(F)F)n2)cn1	4	5	1	0.9	-1	4	0	0	.
CCCCn1c(N)c(N(CC(C)C)C(=O)COC(=O)c2ccccc2NCCO)c(=O)[nH]c1=O	-24	-11	-3	-1.4	2	0	-4	-1	-1
N#C/C(=C\c1cccc([N+](=O)[O-])c1)c1ccccn1	-4	0	3	-0.1	21	3	-9	-3	4
CNC(=O)c1cc(-c2ccc(Cl)cc2)n(-c2ccccc2)n1	0	0	4	1.2	10	8	-1	7	4
CCCc1c2c(cc3c(=O)cc(C(=O)OCC)oc13)CCCC2	-1	2	4	-1.8	2	5	-4	0	1

Among those listed so far, these contain a halogen:
SMILES	MCL1 BIM primary	Bcl-xL primary	PME-1 primary	MEX-5 binding	AHR activator	pPAFAH FP inh	GLD-1 RNA inh	Fam108B counter	PAFAH1B2 FP inh
COc1ccc(NC(=O)[C@@H]2CC=C[C@@H]3CCN(Cc4ccc(Cl)c(Cl)c4)C(=O)[C@@H]32)cc1	-1	3	-4	-1.6	2	11	3	3	-1
CC(=O)Nc1c(F)c(F)c(F)c(F)c1F	3	2	-3	0.2	-1	5	6	2	0
CC(=O)NC12CC3CC(C1)CC(C(=O)OCC(=O)Nc1c(F)cccc1F)(C3)C2	-26	-9	-1	.	0	0	-1	.	3
O=C(NCc1ccccn1)c1c(Cl)cccc1Cl	4	1	-11	1.3	-7	4	5	-6	-3
COc1ccc(NC2CCCN(C(=O)CCc3ccccc3F)C2)cc1 (stereo not given)	7	6	-1	-1.8	1	5	11	-1	0
O=C(O)CCNS(=O)(=O)c1cccc(Br)c1	9	6	-1	0.7	1	3	5	2	5
Nc1nonc1-n1nnc(C(=O)N/N=C/c2ccc(Cl)cc2Cl)c1CN1CCOCC1	8	2	-4	2.7	2	-4	7	-2	3
Cc1ccc(F)cc1NS(=O)(=O)c1ccc(Cl)s1	4	4	2	.	0	10	2	.	2
C=CCNC(=O)C1CCN(c2c([N+](=O)[O-])cc(C(F)(F)F)cc2[N+](=O)[O-])CC1	5	6	5	-1.4	-1	6	6	-4	-2
CCn1cc(CNC(=O)CCSc2nc(-c3ccco3)cc(C(F)(F)F)n2)cn1	4	5	1	0.9	-1	4	0	0	.
CNC(=O)c1cc(-c2ccc(Cl)cc2)n(-c2ccccc2)n1	0	0	4	1.2	10	8	-1	7	4
